Screens: PubChem BioAssay, National Center for Advancing Translational Sciences (NCATS)
IL-1B inflam inh: inflammasome signaling inhibition, IL-1 beta readout; THP-1 LPS/ATP IL-1B secretion, AlphaLISA, 16 h; stronger effect = lower value; activity change, % at 57.5 µM; 360,000 tested, 4.7% active; AID 743279; in the data active means activity change below about -50%; inconclusive means mostly about -30% to -49%; further: on the % scale 0 is the no-effect control and ±100 the full control effect
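THP-1 cells pretreated 1 hr with compounds (up to 57.5 uM final), then stimulated with LPS (250 ng/mL final) plus ATP (1.25 mM final); secreted IL-1B measured by AlphaLISA after 16 hr, decreased signal indicating inhibition.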
KB-3-1 tox: kills parental KB-3-1 adenocarcinoma cells | KB-3-1 viability, CellTiter-Glo ATP luminescence, 72 h | Potency, µM (titrated, usually from 46.1 µM), for inactives: at the highest dose activity change, negative = cytotoxic, most hits filed as cytotoxic | 400,000 tested, 1.4% active | AID 1347075; further: potency means the concentration at half of the fitted maximal effect; on the % scale 0 is the no-effect control and ±100 the full control effect; nearly all actives have a fitted effect of over 60% in size
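Multi-concentration cytotoxicity screen in KB-3-1 cells grown in DMEM lacking phenol red with 10% FBS. After 72 h at 37 °C with compound, ATP-dependent luminescence was recorded.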
KB-V1 MDR tox: KB-V1 MDR subline cytotoxicity. KB-V1 MDR cells viability, CellTiter-Glo, 72 h. Potency, µM (titrated, usually from 46.1 µM), for inactives: at the highest dose activity change, negative = cytotoxicity, usual class: cytotoxic. 400,000 tested, 3.4% active. AID 1347076; further: potency means the concentration at half of the fitted maximal effect; on the % scale 0 is the no-effect control and ±100 the full control effect; nearly all actives have a fitted effect of over 60% in size
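Compound-treated KB-V1 multidrug-resistant cells, 72 h, 37 degrees C; viability by CellTiter-Glo. Fitted qHTS curves give the values.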
WRN inhibitor: blocks human WRN helicase; Q14191; WRN helicase unwinding, fluorescent forked duplex, kinetic; Potency, µM (doses to about 114 µM), inactives show top-dose activity change, negative = inhibition, hits mostly inhibitors; 360,000 tested, 0.46% active; AID 651768; further: potency means the concentration at half of the fitted maximal effect; on the % scale 0 is the no-effect control and ±100 the full control effect; nearly all actives have a fitted effect of over 55% in size
Target sequence (Q14191 whole entry, looked up): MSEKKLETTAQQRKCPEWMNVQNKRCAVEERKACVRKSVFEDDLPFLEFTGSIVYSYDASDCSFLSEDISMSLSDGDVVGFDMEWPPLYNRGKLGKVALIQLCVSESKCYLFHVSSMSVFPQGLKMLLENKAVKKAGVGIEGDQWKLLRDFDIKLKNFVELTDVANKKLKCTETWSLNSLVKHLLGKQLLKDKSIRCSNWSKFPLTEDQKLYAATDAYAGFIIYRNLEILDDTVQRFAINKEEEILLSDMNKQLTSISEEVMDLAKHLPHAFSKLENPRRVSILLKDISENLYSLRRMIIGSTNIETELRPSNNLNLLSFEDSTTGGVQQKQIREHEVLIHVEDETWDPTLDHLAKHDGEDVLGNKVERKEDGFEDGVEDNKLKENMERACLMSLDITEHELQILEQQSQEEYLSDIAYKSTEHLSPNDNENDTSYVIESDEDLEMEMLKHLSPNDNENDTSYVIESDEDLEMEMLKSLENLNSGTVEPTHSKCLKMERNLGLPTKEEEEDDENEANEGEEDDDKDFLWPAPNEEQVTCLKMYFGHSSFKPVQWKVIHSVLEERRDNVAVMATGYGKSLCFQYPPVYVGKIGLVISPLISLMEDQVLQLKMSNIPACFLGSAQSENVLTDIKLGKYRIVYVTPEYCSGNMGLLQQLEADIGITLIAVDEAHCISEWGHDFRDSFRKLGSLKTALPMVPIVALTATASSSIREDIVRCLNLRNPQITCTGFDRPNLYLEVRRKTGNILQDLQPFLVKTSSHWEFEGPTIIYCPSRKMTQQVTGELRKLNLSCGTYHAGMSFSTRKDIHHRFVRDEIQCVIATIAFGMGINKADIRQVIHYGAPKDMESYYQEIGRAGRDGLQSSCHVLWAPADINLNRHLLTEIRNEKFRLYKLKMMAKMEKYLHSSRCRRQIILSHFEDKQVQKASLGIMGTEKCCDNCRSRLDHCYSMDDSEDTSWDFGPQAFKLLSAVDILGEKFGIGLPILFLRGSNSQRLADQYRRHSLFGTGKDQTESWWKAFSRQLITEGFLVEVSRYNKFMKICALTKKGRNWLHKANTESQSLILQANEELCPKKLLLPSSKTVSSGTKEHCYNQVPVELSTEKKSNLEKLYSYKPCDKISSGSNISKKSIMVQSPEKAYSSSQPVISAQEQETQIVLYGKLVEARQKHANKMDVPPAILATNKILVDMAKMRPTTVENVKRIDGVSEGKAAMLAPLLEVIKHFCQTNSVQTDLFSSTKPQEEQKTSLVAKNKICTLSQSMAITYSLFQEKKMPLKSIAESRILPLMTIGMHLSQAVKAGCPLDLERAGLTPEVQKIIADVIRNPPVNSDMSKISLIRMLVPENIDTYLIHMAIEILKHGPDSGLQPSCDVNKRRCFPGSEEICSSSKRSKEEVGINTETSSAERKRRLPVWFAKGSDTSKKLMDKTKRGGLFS
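Fluorescence dequenching readout, ex 525 nm/em 598 nm, kinetic mode: forked duplex DNA (100 nM final) with adjacent fluorophore and quencher unwound by WRN (20 nM final) with 2 mM ATP. Compound preincubation 15 min, room temperature.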
ATXN2 expr inh: inhibitors of ATXN2 expression. Potency, µM (top dose mostly 57 µM), inactives show at the top dose activity change, negative = inhibition, hits mostly inhibitors. 360,000 tested, 0.72% active. HEK-293 ATXN2-luciferase reporter, luminescence, 24 h; further: potency means the concentration at half of the fitted maximal effect; on the % scale 0 is the no-effect control and ±100 the full control effect; nearly all actives have a fitted effect of over 55% in size
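ATXN2-luciferase reporter cells (luciferase flanked by upstream and downstream ATXN2 gene portions) were treated 24 h at 37 °C with compounds at up to 57 uM. SteadyGlo luminescence gave expression; GF-AFC fluorescence gave viability.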
HT1080-NT tox: kills 2HG-producing HT-1080-NT fibrosarcoma cells; HT-1080-NT fibrosarcoma viability, CellTiter-Glo ATP luminescence, 48 h; Potency, µM (series often up to 46.1 µM), for the others: top-dose activity, negative = less viability, usual class: cytotoxic; 360,000 tested, 1.6% active; AID 686970;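 further: NT is the 2HG producing partner of a matched IDH1 knockdown line; potency means the concentration at half of the fitted maximal effect; 0% = DMSO-treated cells and -100% = media-only wells without cells; nearly all actives have a fitted effect of over 55% in size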
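Compounds were tested in concentration-response format on HT-1080-NT cells for 48 hours at 37 degrees C. Cell viability came from CellTiter-Glo luminescence; curves were classified by r2, response magnitude and activity.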
MCF10A rerep: induces DNA re-replication in MCF 10a normal breast cells; MCF 10A DNA re-replication, Hoechst nuclear intensity, 48 h; Potency, µM (titrated, usually from 46.1 µM), without a hit: at the highest dose activity, positive = re-replication, hits mostly activators; 350,000 tested, 2.9% active; AID 624296; further: potency means the concentration at half of the fitted maximal effect; % of control where 0% means no effect; nearly all actives have a fitted effect of over 50% in size
HT1080 IDH1KD tx: toxicity to HT-1080 IDH1 knockdown cells (counter line). 360,000 tested, 2% active. Potency, µM (top dose mostly 46.1 µM), inactives show at the highest dose activity, negative = toxicity, usual class: cytotoxic. HT-1080 IDH1 knockdown viability, ATP luminescence, 48 h;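 further: potency means the concentration at half of the fitted maximal effect; 0% = DMSO wells and -100% = cell-free medium wells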
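After a 2 h attachment period, IDH1KD HT-1080 cells took pin-transferred compound for 48 h at 37 °C; ATP-based luminescence after 10 min room-temperature reagent incubation reported viability.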
SW480 rereplic: inducers of DNA re-replication in SW480 colon cancer cells. Potency, µM (highest dose often 46.1 µM), inactives show top-dose re-replication activation, actives largely listed as activators. SW480 DNA re-replication, Hoechst DNA content imaging, 48 h. 340,000 tested, 1.8% active; further: potency means the concentration at half of the fitted maximal effect; % of control where 0% means no effect; nearly all actives have a fitted effect of over 55% in size
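Hoechst fluorescence of nuclei (405 nm excitation, 500-530 nm emission) measured by plate-scanning imager after 48 hr compound exposure at 37 C; re-replication scored as increased number of nuclei with elevated intensity.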
An asterisk follows results filed as active; ? = inconclusive; · = not tested or not shown; & = joins results of further samples; ! = a repeat was not active; [ ] = another dose, or the depositor's remark. Unless noted, the call rests on the fitted dose curve; in most records, active means well fitted curve in the direction sought with a large enough effect; inconclusive means small, poorly fitted or top-dose-only effect, or another doubt; inactive means no such curve, though single readings can be large; an effect the other way counts as inactive or inconclusive.

SMILES | IL-1B inflam inh | KB-3-1 tox | KB-V1 MDR tox | WRN inhibitor | ATXN2 expr inh | HT1080-NT tox | MCF10A rerep | HT1080 IDH1KD tx | SW480 rereplic
CCN1CCN(Cc2ccc(NC(=O)c3cc(NC(=O)c4cc5cccc(OC)c5o4)cc(OC)c3)cc2C(F)(F)F)CC1 | -107*! | ? | ? | 3%&13% | 8.9µM*! | ? | 22% | ? | 2%
COc1ccc(-n2c(Cc3cccn3C)nnc2SCC(=O)Nc2ccccc2)cc1 | -4 | 6% | -19% | 3% | -1% | 6% | 15% | 0% | -3%
C=CCNCc1cccn1-c1sc2c(c1C#N)CCCC2 | -20 | 3% | -12% | -2% | -13% | 1% | 0% | ? | -6%
CCCCN1C(=O)N(c2nnc(C(C)(C)C)s2)C(O)C1c1ccc(C)cc1 (configuration not stated) | 1 | 2% | -25% | -4% | · | -5% | ? | 0% | 0%
O=C(Nc1nc(-c2cccs2)c(C(=O)C(F)(F)F)s1)c1ccccc1 | -26 | ? | -1% | -15% | ? | ? | ? | ? | -15%
O=C(O)c1ccccc1-c1ccccc1C(=O)Nc1ccc2c(c1)C(O)c1ccccc1-2 (configuration not stated) | 9 | 11% | 25% | -5% | · | 10% | · | 4% | ·
O=C1CNC(=S)N1Cc1ccc(Cl)cc1 | -12 | -1% | 21% | -3% | 6% | -7% | 4% | -5% | -4%
COc1cccc2c1cc1c(=O)n(CC(=O)N3CCC(C)CC3)nc(C)n12 | 6 | 1% | 9% | 3% | · | 12% | -1% | 10% | -10%
COc1ccccc1NC(=O)C(=O)Nc1ccccn1 | 9 | 4% | 8% | -9% | 60%[activator] | 1% | 21% | -7% | -1%
O=C(C1CCC1)N1CCN(Cc2ccccc2)CC1 | -6 | 1% | 10% | 3%[57.1 µM] | 4% | 20% | 4% | 16% | 0%
Cc1cc(-n2cnc3c(=O)[nH]cnc32)ccc1N | 21 | 2% | -18% | 2% | · | 7% | 3% | 13% | 0%
O=C(NNS(=O)(=O)c1ccc(C(F)(F)F)cc1)c1cnn(-c2ccccc2)c1C(F)(F)F | 0 | -2% | 4% | -3% | · | 4% | 0% | 1% | -21%
Cc1ccc(-c2csc(NC(=S)NC(=O)c3cccs3)n2)cc1 | 22 | 0% | 10% | -14%[57.1 µM] | 10% | 16% | 18% | 17% | 0%
Cc1ccc(CNC(=O)CN2C(=O)COc3ccc(C)cc32)cc1 | -2 | -1% | 26% | -2% | · | 9% | 1% | 8% | -13%
CCCc1cc(=O)oc2c3c(cc(OCC(=O)N[C@@H](C)C(=O)O)c12)OC(C)(C)CC3 | 8 | 0% | 15% | -5% | -16% | 10% | 0% | 26% | -1%
Cc1ccc(S(=O)(=O)N2CCN(C(=O)N(C)C)CC2)cc1 | -2 | 4% | -3% | -5% | -4% | -18% | 1% | 2% | -1%
Cn1cc(CN2CCN(Cc3ccc4c(c3)OCO4)CC2)c(-c2ccccc2F)n1 | -14 | 5% | 3% | -6% | · | -4% | 5% | 1% | 6%
COc1ccc(Cc2nnc(Nc3ccccc3)s2)cc1Br | -4 | 2% | 2% | 56µM* | · | 4% | -4% | 0% | -1%
CN1CCN(c2ccc(-c3cc(NC=O)c4ncc(-c5ccccc5)n4c3)cc2)CC1 | -7 | -28% | 23µM* | ? | ? | ? | · | ? | ·
COc1cc(/C=C2/NC(=O)N(CC(=O)Nc3ccc(C)cc3)C2=O)ccc1Oc1ccc([N+](=O)[O-])cn1 | -18 | -1% | 23% | -4% | · | -2% | 10% | 6% | 1%
O=C(CNC(=O)c1ccc(Br)o1)NNC(=O)c1ccc(Br)cc1 | 9 | -16% | -13% | -6% | 4% | 11%[9.24 µM] | -8% | 8% | ?
CCN1C[C@@H]2[C@@H]3C(=O)N(Cc4ccccc4)C(=O)[C@@H]3[C@](Cc3ccccc3)(C1=O)N2C(=O)c1ccc(C(C)(C)C)cc1 | -13 | ? | -1% | -5% | ? | -3% | -6% | 5% | -7%
CCCCn1nc2cc(C(=O)NCC34CC5CC(CC(C5)C3)C4)ccc2c1OC | -2 | -2% | 8% | -4% | -7% | -4% | -9% | -11% | -11%[9.22 µM]
COc1ccc(CNC(=O)CN(Cc2ccccc2OC)C(=O)c2csnn2)cc1 | 4 | -1% | -6% | 0%[57.1 µM] | -4% | 20% | ? | -8% | -62%[inhibitor]
COc1ccc(CCNC(=O)COC(=O)c2cc(S(=O)(=O)N3CCCC3)ccc2O)cc1 | 16 | -2% | 27% | -9% | 6% | 4% | 0% | 5% | -4%

(more compounds)
SMILES | IL-1B inflam inh | KB-3-1 tox | KB-V1 MDR tox | WRN inhibitor | ATXN2 expr inh | HT1080-NT tox | MCF10A rerep | HT1080 IDH1KD tx | SW480 rereplic
Cc1cc(Cl)ccc1OCCCC(=O)N/N=C/c1cccc([N+](=O)[O-])c1 | -2 | 2% | -2% | -2% | -1% | -1% | 15% | 3% | 0%
Cc1cccc(N)c1SC1CCCCC1O (configuration not stated) | 22 | 1% | 0% | -14% | -1% | -2% | 0% | 4% | -5%
CCCc1cc(N2CCN(C(=O)c3ccco3)CC2)n2c(nc3ccccc32)c1C#N | -12 | -29% | 0% | 2% | -32% | -26% | 21µM* | -13% | ?
O=C(Nc1cccc(S(=O)(=O)C(F)F)c1)c1ccc(S(=O)(=O)N2CCCCC2)cc1 | -62* | ? | ? | -17% | -11%[11.3 µM] | ? | -2% | ? | -7%
CCc1nnc2n1N=C(c1cccc([N+](=O)[O-])c1)CS2 | 0 | -1% | -23% | -5% | ? | -3% | 3% | -2% | -4%
CC(C)c1nc2oc3c(NCc4cccnc4)ncnc3c2c2c1CCC2 | ? | -14% | ? | -4% | -29% | -2% | ? | -14% | -3%
O=S(=O)(c1ccccc1)c1nc(-c2ccco2)oc1NCc1ccccc1 | 2 | -1% | -10% | -10% | -6% | -23% | -7% | ? | -10%
CC(Sc1ccc(Cl)cc1)C(=O)Nc1ccc(S(=O)(=O)N2CCOCC2)cc1 (configuration not stated) | 32 | ? | ? | 1% | -3% | 0% | 6% | -6% | 17%
COc1ccc(/C=N/NC(=O)NC23CC4CC(CC(C4)C2)C3)c(OC)c1 | -69* | 11% | 8% | -18% | 1% | ? | ? | ? | ?
COc1cc(/C=C/C(=O)OCC(=O)NCc2ccco2)ccc1O | 2 | 23µM* | ? | 4% | -11% | -15% | ? | -19% | 23%
CCOC(=O)Cc1csc(NC(=O)CSc2nnc(-c3ccc(C)cc3)o2)n1 | 16 | 6% | 5% | -7% | -7% | 14% | 16% | 5% | -10%
COCCNC(=O)C(c1cccs1)N(C(=O)Cn1nnc2ccccc21)c1ccc(OC)cc1 (configuration not stated) | -2 | 6% | -7% | 16% | -1% | -2% | 1%[9.22 µM] | -6% | ?
Cc1cc(N2CCN(C)CC2)nc2ccc(NC(=O)c3ccccc3F)cc12 | -56* | 2% | 18% | -10%[57.1 µM] | 13% | -19% | ? | ? | 9%
O=C(Nc1ccc2c(c1)OCO2)O[C@@H]1C[C@H]2CCCC(=O)N3CC[C@@H](C1)[C@@H]23 | -3 | -2% | -4% | 4% | 9% | 12% | 5% | 14% | -3%
O=C(Nc1nnc([C@@H]2C[C@H](O)[C@@H](CO)O2)s1)Nc1ccccc1F | 39 | 0% | 15% | 7% | -1% | 7% | · | ? | ·
CC(Sc1ccccc1)C(=O)NNC(=O)c1csc(N2CCOCC2)n1 (configuration not stated) | 19 | -6% | ? | -15% | 9% | -4% | 0% | -12% | 1%
C=CC[C@H](CC(=O)N(CCO)Cc1ccccc1)C(=O)NCCOC(=O)[C@H](CC=C)CC(=O)OC(C)(C)C | -21 | 0% | 0% | -6% | -7% | 0% | 14% | -1% | 6%
COc1ccccc1N1CCN(CC(O)COc2ccc3c(C)cc(=O)oc3c2)CC1 (configuration not stated) | 4 | 0% | ? | -1% | 1% | -3% | 23% | -11% | ?
CCC(C)C(NC(=O)[C@@H](NC(=O)c1ccccc1F)C(C)C)C(=O)OC (some centres not stated) | 37 | 6% | -1% | 4% | -6% | 3% | 0% | -1% | -5%

Sorted by heavy-atom count (smallest number first): some entries from above.
SMILES | IL-1B inflam inh | KB-3-1 tox | KB-V1 MDR tox | WRN inhibitor | ATXN2 expr inh | HT1080-NT tox | MCF10A rerep | HT1080 IDH1KD tx | SW480 rereplic
Cc1cccc(N)c1SC1CCCCC1O (configuration not stated) | 22 | 1% | 0% | -14% | -1% | -2% | 0% | 4% | -5%
COc1cc(/C=C/C(=O)OCC(=O)NCc2ccco2)ccc1O | 2 | 23µM* | ? | 4% | -11% | -15% | ? | -19% | 23%
COc1ccc(/C=N/NC(=O)NC23CC4CC(CC(C4)C2)C3)c(OC)c1 | -69* | 11% | 8% | -18% | 1% | ? | ? | ? | ?
Cc1cc(N2CCN(C)CC2)nc2ccc(NC(=O)c3ccccc3F)cc12 | -56* | 2% | 18% | -10%[57.1 µM] | 13% | -19% | ? | ? | 9%
CCCCn1nc2cc(C(=O)NCC34CC5CC(CC(C5)C3)C4)ccc2c1OC | -2 | -2% | 8% | -4% | -7% | -4% | -9% | -11% | -11%[9.22 µM]
Cn1cc(CN2CCN(Cc3ccc4c(c3)OCO4)CC2)c(-c2ccccc2F)n1 | -14 | 5% | 3% | -6% | · | -4% | 5% | 1% | 6%
CN1CCN(c2ccc(-c3cc(NC=O)c4ncc(-c5ccccc5)n4c3)cc2)CC1 | -7 | -28% | 23µM* | ? | ? | ? | · | ? | ·
